Source: PubChem BioAssay (National Center for Advancing Translational Sciences (NCATS))
N370S GC mod: inhibits or activates N370S mutant glucocerebrosidase; N370S GC spleen homogenate, 4MU-glucoside fluorescence; Potency, µM (doses to about 59.4 µM), inactives show top-dose activity change, negative = inhibition, usual class: inhibitors; actives 0.092% (n = 330,000); AID 2101;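 note: 0% = full enzyme activity and -100% = no enzyme basal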
KAT2A inh: inhibitors of human GCN5L2 histone acetyltransferase; actives 0.21% (n = 390,000); Potency, µM (top dose mostly 58.9 µM), inactives show top-dose activity change, negative = inhibition, hits mostly inhibitors; GCN5L2 HAT assay, ThioGlo1 CoA-SH fluorescence; Q92830; AID 504327
Target sequence (Q92830 whole entry, looked up): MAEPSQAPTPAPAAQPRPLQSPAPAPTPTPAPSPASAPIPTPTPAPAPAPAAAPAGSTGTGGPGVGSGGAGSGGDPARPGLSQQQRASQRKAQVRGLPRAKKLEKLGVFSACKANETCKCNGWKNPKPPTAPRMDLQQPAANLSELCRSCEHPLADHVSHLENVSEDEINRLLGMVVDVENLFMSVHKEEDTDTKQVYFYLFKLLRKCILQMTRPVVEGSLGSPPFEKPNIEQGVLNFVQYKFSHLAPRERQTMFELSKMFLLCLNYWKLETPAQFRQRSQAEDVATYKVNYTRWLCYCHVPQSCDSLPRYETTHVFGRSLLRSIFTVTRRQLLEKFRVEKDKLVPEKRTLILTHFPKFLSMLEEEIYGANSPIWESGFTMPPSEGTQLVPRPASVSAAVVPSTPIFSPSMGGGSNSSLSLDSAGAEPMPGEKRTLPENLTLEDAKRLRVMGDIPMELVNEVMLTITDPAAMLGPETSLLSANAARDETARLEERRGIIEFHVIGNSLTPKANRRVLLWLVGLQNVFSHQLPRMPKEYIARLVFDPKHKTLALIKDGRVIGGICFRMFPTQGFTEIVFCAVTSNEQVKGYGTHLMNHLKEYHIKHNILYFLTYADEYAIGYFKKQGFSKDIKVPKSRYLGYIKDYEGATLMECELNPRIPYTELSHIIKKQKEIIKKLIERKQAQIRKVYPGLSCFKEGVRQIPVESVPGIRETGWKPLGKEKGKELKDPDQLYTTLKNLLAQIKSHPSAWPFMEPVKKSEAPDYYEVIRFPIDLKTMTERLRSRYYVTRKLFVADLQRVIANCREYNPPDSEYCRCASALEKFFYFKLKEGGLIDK
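GCN5L2 (20 nM) in 50mM HEPES pH 7.5, 0.1mM EDTA, 0.01% Tween-20 preincubated 15 min with compounds at room temperature. Reaction started with H3(1-25) 75uM, acetyl-CoA 70uM, ThioGlo1 50uM; CoA-thiol fluorescence (Ex340/Em540) read at 0 and 20 min.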
FEN1 inhibitor: inhibitors of human flap endonuclease 1; P39748; Recombinant FEN1 flap cleavage, fluorescence, 15 min; Potency, µM (highest dose often 114 µM), without a hit: at the top dose activity change, negative = inhibition, most hits filed as inhibitors; actives 0.35% (n = 390,000); AID 588795; note: nearly all actives have a fitted effect of over 65% in size
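Steps: FEN1 (10 nM) dispensed; compound added by pin tool; 15 min at room temperature; substrate added to 50 nM final; reads at 0 min and 15 min; data normalized and fitted (four-parameter Hill).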
Active calls of the source: *; ? = inconclusive; / = not tested or not shown; & = joins results of further samples. Calls come from the whole dose curve; as a rule, active = well fitted curve in the direction sought with a large enough effect; inconclusive = small, poorly fitted or top-dose-only effect, or another doubt; inactive = no such curve, though single readings can be large; an effect the other way counts as inactive or inconclusive. Unless noted, % is set by controls: 0 for no effect and ±100 for the full control effect; potency is the fitted concentration of half-maximal effect.

Preview:
SMILES | N370S GC mod | KAT2A inh | FEN1 inhibitor
CCc1ccc(NC(=O)c2ccc3c(c2)C(=O)N(CCOC)C3Nc2ccc(CC)cc2)cc1 (stereo not drawn) | -14% | 2% | -1%
Cn1nc(C(=O)N2CCN(S(=O)(=O)c3ccc(Cl)cc3)CC2)c2ccccc2c1=O | 2% | 2% | -1%
O=S(=O)(Oc1ccc(C(=S)N2CCOCC2)cc1)c1ccc(Cl)cc1 | -2% | 2% | -16%
COc1ccc(N(CC(=O)Nc2ccc(F)cc2F)S(=O)(=O)c2c(C)nn(C)c2C)cc1 | -16% | -9% | -19%
COc1ccc(CNC(=O)C2CCCN(S(=O)(=O)c3cc(C)ccc3OC)C2)cc1 (stereo not drawn) | 3% | 2% | 10%
CC1=C(C(=O)Nc2cccc(C(F)(F)F)c2)C(c2ccccn2)n2ncnc2N1 (stereo not drawn) | / | 2% | 15%

Main list, repeating the preview:
SMILES | N370S GC mod | KAT2A inh | FEN1 inhibitor
CCc1ccc(NC(=O)c2ccc3c(c2)C(=O)N(CCOC)C3Nc2ccc(CC)cc2)cc1 (stereo not drawn) | -14% | 2% | -1%
Cn1nc(C(=O)N2CCN(S(=O)(=O)c3ccc(Cl)cc3)CC2)c2ccccc2c1=O | 2% | 2% | -1%
O=S(=O)(Oc1ccc(C(=S)N2CCOCC2)cc1)c1ccc(Cl)cc1 | -2% | 2% | -16%
COc1ccc(N(CC(=O)Nc2ccc(F)cc2F)S(=O)(=O)c2c(C)nn(C)c2C)cc1 | -16% | -9% | -19%
COc1ccc(CNC(=O)C2CCCN(S(=O)(=O)c3cc(C)ccc3OC)C2)cc1 (stereo not drawn) | 3% | 2% | 10%
CC1=C(C(=O)Nc2cccc(C(F)(F)F)c2)C(c2ccccn2)n2ncnc2N1 (stereo not drawn) | / | 2% | 15%
COc1cccc(C(=O)NCc2ccc3c(c2)OCO3)c1 | -15% | -3% | -8%
CCCCNS(=O)(=O)CCNCc1ccco1 | / | -2% | -5%
Cc1cc(NC(=O)c2cc(-c3ccc(OC(C)C)cc3)nc3ccccc23)no1 | ? | -28% | -8%
CCCOc1ccc(NC(=O)C2OC3OC(C)(C)OC3C3OC(C)(C)OC23)cc1 (stereo not drawn) | -1% | -8% | /
Cc1cc(SCC(=O)NC(=O)NCc2ccco2)nc2c(C)cccc12 | -5% | -18% | -9%
CC1CCC2C(C)(C)C3CC12CC[C@]3(C)O (stereo partly drawn) | 8% | -17% | /
COc1ccc(-c2csc(N3C(=O)CNC3=S)n2)cc1 | 11% | -2% | 5%
CCOC(=O)c1cn(Cc2ccccc2)c2cc(C)nn2c1=O | -14% | -3% | -5%
COc1cccc(CNS(=O)(=O)c2cc3[nH]c(=O)c(=O)[nH]c3cc2C)c1 | / | -11% | -1%
COc1ccc(/C=C\c2onc(C)c2S(=O)(=O)N2CCC(C(=O)Nc3cccc(OC)c3)CC2)cc1 | / | -6% | -1%
COc1ccc(NC(=O)CN(C)C(=O)CSc2ccc(Br)cc2)cc1 | / | -3% | -2%
COc1ccc(CNC(=O)C2CC(c3cc(C(F)(F)F)cc(C(F)(F)F)c3)=NO2)cc1 (stereo not drawn) | 3% | 28% | 8%
COc1ccccc1NC(=O)C(=O)Nc1ccc2c(c1)N(C(=O)C1CC1)CCC2 | -2% | -7% | -4%
CC(C)(C)C(=O)Nc1nnc(CSCc2ccccc2F)s1 | ? | 7% | 0%
O=C(NCC(c1ccco1)N1CCN(c2ccccc2F)CC1)c1ccc2c(c1)OCO2 (stereo not drawn) | -7% | 3% | 1%
O=C(CSc1nccn1Cc1ccc2c(c1)OCO2)Nc1ccccc1F | / | -2% | 6%
O=c1cnc2cnc(N3CCOCC3)nc2n1CCc1ccccc1 | -4% | -12% | /
COc1ccc(NCc2nc3ccccc3n2CCOc2ccccc2C)cc1 | / | -5% | -30%
COc1ccc(C)cc1NC(=O)CSc1ncc2c(n1)-c1ccc(Cl)cc1N(Cc1ccccc1)S2(=O)=O | / | -1% | -13%
CC1Cc2cc(S(=O)(=O)CCC(=O)Nc3ccc(F)c(Cl)c3)ccc2N1C(=O)C1CC1 (stereo not drawn) | / | -6% | -12%
O=C(Nc1cnn(Cc2ccccc2)c1)c1cc2nc(-c3ccco3)cc(C(F)(F)F)n2n1 | 0% | 1% | -2%
CC(=O)c1cccc(CN2CCC(CO)(CCOc3ccccc3)CC2)c1 | -3% | -6% | 1%
COc1ccc(CNC(=O)CN(Cc2ccc(Cl)cc2)S(C)(=O)=O)cc1 | -9% | 4% | 7%
Cc1nn(-c2ccccc2)c(C)c1/C=N/NC(=O)c1cccs1 | 4% | 21% | -4%
Cc1cc(C)c(S(=O)(=O)N2CCN(C(=O)c3ccc4c(c3)OCO4)CC2)c(C)c1 | 1% | -7% | 5%
Cc1nc2ccn(Cc3cccnc3)c(=O)c2cc1C(=O)NCc1ccc(Cl)cc1 | / | -6% | -2%
COc1ccc(OC)c(N2C(=O)C(Cl)=C(N3CCCCC3)C2=O)c1 | 13% | 3% | -7%
Cc1ccc2oc(-c3cccc(NC(=O)C4CCCO4)c3)nc2c1 (stereo not drawn) | 3% | 0% | -13%
COc1ccc(C(=O)NCC(c2cccnc2)N2CCN(c3ccccc3OC)CC2)cc1 (stereo not drawn) | / | -8% | -9%
COc1ccc(/C=C(/NC(=O)c2ccccc2)C(=O)N/N=C/c2ccncc2)c(OC)c1 | -4% | -12% | -7%
O=C1NC(=Nc2ccccc2)c2ccc([N+](=O)[O-])cc21 | -1% | 1% | 3%
Nc1n[nH]c(S(=O)(=O)CCCc2ccccc2)n1 | 1% | -3% | 0%
Cc1ccc(C)c(NC(=O)CCN2CCN(C)CC2)c1 | 2% | -25% | -2%
CCC(OC(=O)c1nsc(Cl)c1Cl)C(=O)NCc1ccco1 (stereo not drawn) | 5% | -1% | -2%
COc1ccc(C(=O)COc2ccc(F)cc2)c(O)c1 | 4% | -4% | 1%
Cc1ccc(CC(=O)Nc2cccc([N+](=O)[O-])c2)cc1 | -1% | -2% | 17%
O=c1nc(-c2ccccc2)cc(-c2ccccc2)[nH]1 | 6% | 1% | -1%
COc1ccc(OC)c(NC(=O)CN2C(=O)C3(OCCCO3)c3ccccc32)c1 | -3% | -2% | -6%
CC(C)[C@H](NS(=O)(=O)c1ccc(Cl)cc1)C(=O)OCC(=O)c1c(N)n(C)c(=O)n(C)c1=O | / | -5% | -6%
O=Cc1ccc(N2CCCC2)c([N+](=O)[O-])c1 | -3% | -8% | 2%
COc1ccnc(Oc2ccc(F)cc2)c1C(=O)N/C=N/OCc1ccc(F)cc1Cl | 19% | -2% | -21%
COc1cccc(NC(=O)CNS(=O)(=O)c2ccc3nc(C)sc3c2)c1 | -1% | 2% | -6%
O=C(Cn1cc([N+](=O)[O-])cn1)NCc1ccc(-n2cccn2)cc1 | -3% | -3% | 2%
Cc1cccc(N(Cc2ccccc2)C(=O)c2ccc(C)c(S(=O)(=O)N3CCOCC3)c2)c1 | / | -6% | -24%
CCOC(=O)C1=C(c2ccccc2)NC(SCC(=O)Nc2ccc(C)cc2)=C(C#N)C1c1ccco1 (stereo not drawn) | 2% | / | -5%
CN(C1CCCCC1)S(=O)(=O)c1ccc(=S)[nH]c1 | / | -3% | -4%
COc1ccc(N(C)S(=O)(=O)c2cccc(C(=O)OC(C)C(=O)NC3CCCCC3C)c2)cc1 (stereo not drawn) | -12% | -16% | -10%
COc1cc(OC)c(-c2nn3c(C4CCCCC4)nnc3s2)cc1OC | ? | -13% | ?
COc1ccccc1OC(C)C(=O)Nc1ccc2c(c1)OCCO2 (stereo not drawn) | 19% | -2% | -7%
CC1=C(C)C(=O)C(CCCCC#CCCCC#CCO)=C(C)C1=O | -13%&-1%&-1% | ? | ?
O=C(O)c1[nH]c2ccccc2c1C(c1cc(Br)ccc1O)c1c(C(=O)O)[nH]c2ccccc12 | -10% | ? | ?
O=C(N/N=C/c1cccs1)c1ccc2ccccc2c1 | 9% | 5% | 0%
O=C(Nc1cccc2ncccc12)c1ccco1 | -9% | -5% | -5%
CCN1CCC(=NNC(=O)CC23CC4CC(CC(C4)C2)C3)CC1 | ? | 1% | -3%

New compounds follow:
SMILES | N370S GC mod | KAT2A inh | FEN1 inhibitor
CCOC(=O)c1ccccc1NC(=O)c1nn(-c2ccc(OC)c(Cl)c2)c(=O)c2c1c1ccccc1n2C | / | -8% | -7%
O=C(/C=C/c1ccccc1)Nc1nc(-c2ccncc2)cs1 | -17% | 1% | -11%
CC(C)NC(=O)NNC(=O)Cn1nnc(-c2cccc(Cl)c2Cl)n1 | -5% | 1% | 3%
Cc1ccc(C2(C(F)(F)F)NC(=O)N3CCN=C3S2)cc1 (stereo not drawn) | 0% | 29% | -5%
Cc1nn(C)c(C)c1/C=N/NC(=O)C(C)(C)Oc1ccc(Cl)cc1 | 4% | 1% | -4%
Cc1cc(Br)cnc1NC(=S)Nc1ccc(F)cc1F | 9% | -6% | 29%
CN1CCN(C(=O)c2ccc3c(c2)N(Cc2c(F)cccc2Cl)C(=O)c2ccccc2S3)CC1 | / | 4% | 4%
CCN(CC)c1ccc(NC(=O)COC(=O)C2CCN(c3ccc(C(F)(F)F)cn3)CC2)cc1 | 6% | -23% | -3%
Cc1cc(C)nc(NC(=O)NS(=O)(=O)Nc2ccc(Br)cn2)n1 | 2% | -4% | -1%
Nn1c(SCC(=O)N2CCCc3ccccc32)nncc1=O | -2% | -3% | -9%
CC1CCCN(c2ncnc3c2nc2n3CCCCC2)C1 (stereo not drawn) | / | -7% | -4%
Cc1ccc(CN(c2ccc(C(=O)NCc3ccccn3)cc2)S(C)(=O)=O)cc1 | 19% | -4% | -2%

Structures listed so far that have bromine (4):
SMILES | N370S GC mod | KAT2A inh | FEN1 inhibitor
COc1ccc(NC(=O)CN(C)C(=O)CSc2ccc(Br)cc2)cc1 | / | -3% | -2%
O=C(O)c1[nH]c2ccccc2c1C(c1cc(Br)ccc1O)c1c(C(=O)O)[nH]c2ccccc12 | -10% | ? | ?
Cc1cc(Br)cnc1NC(=S)Nc1ccc(F)cc1F | 9% | -6% | 29%
Cc1cc(C)nc(NC(=O)NS(=O)(=O)Nc2ccc(Br)cn2)n1 | 2% | -4% | -1%

Carrying on:
SMILES | N370S GC mod | KAT2A inh | FEN1 inhibitor
CCOC(=O)C1=C[C@@H](C(=O)OCC)[C@@H]2C3=C(C(=O)C2(C)C)[C@H](c2ccccc2)[C@@H]2C(=O)N(c4ccccc4)C(=O)[C@@H]2[C@@H]3C1 | 4% | / | -5%
COc1cccc(-c2cn3c(n2)sc2cc(C(=O)NCCC4=CCCCC4)ccc23)c1 | / | -3% | 4%
COc1ccc(N2CCN(C(=O)c3cc(S(=O)(=O)N4CCCCCC4)cn3C)CC2)cc1 | / | 20% | 8%
O=C1NC(=S)S/C1=C/c1ccc(OC(=O)c2ccco2)cc1 | -3% | -24% | -1%
COc1ccc2c(c1)-c1ccccc1S(=O)(=O)N(C)C2 | / | 0% | -16%
COc1ccc(C2=NOC(Cn3nc(C(=O)NCc4cccc(C(F)(F)F)c4)cc3-c3ccccc3)C2)cc1 (stereo not drawn) | -9% | -7% | 3%
O=C(CCc1ccc(S(=O)(=O)N2CCCCC2)cc1)c1nnc(-c2ccccc2)o1 | 18% | -9% | -3%
Nc1ccc2c(C(F)(F)F)cc(=O)oc2c1 | 5% | ? | -15%
Cc1cc(NC(=O)Cn2nc(-c3ccccc3F)ccc2=O)ccc1-n1cnnn1 | -4% | 3% | -19%
COc1cccc(CN2CC(C(=O)NCc3cnn(C)c3)CCC2=O)c1 (stereo not drawn) | -1% | 2% | 8%
Cc1cccc(NNC(N)=S)c1C | -15% | 0% | -11%
COc1cc(C2Nc3ccccc3NC3=C2C(=O)CC(C)(C)C3)cc(OC)c1OC(C)=O (stereo not drawn) | -1% | -7% | -7%
COC(=O)c1c(N2C(=O)CC(Sc3ccccc3C(=O)O)C2=O)sc2c1CCCC2 (stereo not drawn) | 5% | -3% | 10%
CCN(CC)C(=O)[C@H]1C[C@H](CC(=O)NCCN2CCOCC2)C(=O)N2CCc3c([nH]c4cc(CCC(=O)N(C)C)ccc34)[C@]12C | / | 0% | -2%
COc1ccccc1C(=O)N/C(=C/c1ccccc1)C(=O)Nc1ccc(C(=O)O)cc1 | 7% | -13% | -3%
COC(=O)CSc1nnc([C@H](CC(C)C)NC(=O)OC(C)(C)C)o1 | 0% | -2% | -9%
CCOc1ccc(OCc2ccc(C(=O)N/N=C(\C)c3ccccn3)cc2)cc1 | ? | -11% | -2%
CCN(c1ccccc1)S(=O)(=O)c1ccc(NC(=O)C(C)(C)C)cc1 | 9% | -6% | -25%
COc1ccc(/C(O)=C2\C(=O)C(=O)N(Cc3ccco3)C2c2cc(OC)ccc2OC)cc1 (stereo not drawn) | -1% | 2% | -19%
COc1ccc(NC(=O)CN(C)C(=O)C2(c3ccccc3)CCCC2)cc1 | / | -8% | -9%
c1ccc(-c2noc(CN3CCN(c4cnccn4)CC3)n2)cc1 | -6% | -21% | -9%
